# SW480 rerep: A quantitative high throughput screen for small molecules that induce DNA re-replication in SW480 colon adenocarcinoma cells. AID 624297, 2012. Potency, µM (highest dose often 46.1 µM), inactives show at the top dose re-replication activation, hits mostly activators. SW480 DNA re-replication, Hoechst DNA content imaging, 48 h. hit rate 1.8% among 340,000; also: potency is read from the fitted curve at half-maximal effect; % of control where 0% means no effect; nearly all actives have a fitted effect of over 55% in size
#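 Treated cells incubate 48 hr (37 C, 5% CO2), are stained 40 min with Hoechst, and nuclear fluorescence is enumerated; a rise in nuclei with high DNA signal marks re-replication.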
# S2 tox: Viability Counterscreen for Primary qHTS for Inhibitors of ATXN expression | S2 cells (HEK-293 line with an ATXN2-luciferase reporter) viability, CellTiter-Fluor protease fluorescence, 24 h | Potency, µM (doses to about 56.7 µM), usual class: cytotoxic | hit rate 0.49% among 400,000 | AID 651635, 2014; also: potency is read from the fitted curve at half-maximal effect; nearly all actives have a fitted effect of over 40% in size
# IL1B secr inh: qHTS for Inhibitors of Inflammasome Signaling: IL-1-beta AlphaLISA Primary Screen; THP-1 LPS/ATP IL-1B secretion, AlphaLISA, 16 h; stronger effect = lower value; activity change, % at 57.5 µM; hit rate 4.7% among 360,000; AID 743279, 2014; in the data active = activity change below about -50%; inconclusive = mostly about -30% to -49%; also: % is scaled to controls: 0 for no effect and ±100 for the full control effect
#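 Secreted IL-1B measured by AlphaLISA bead assay after 16 h compound exposure of THP-1 cells; compounds (final up to 57.5 uM) added 1 h before LPS (250 ng/mL) and ATP (1.25 mM) stimulation; lower signal means less secretion.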
# MCF10A rerep: A quantitative high throughput screen for small molecules that induce DNA re-replication in MCF 10a normal breast cells; MCF 10A DNA re-replication, Hoechst nuclear intensity, 48 h; Potency, µM (titrated, usually from 46.1 µM), for the others: at the top dose activity, positive = re-replication, actives largely listed as activators; hit rate 2.9% among 350,000; AID 624296, 2012; also: potency is read from the fitted curve at half-maximal effect; % of control where 0% means no effect; nearly all actives have a fitted effect of over 50% in size
# HT1080NT lethal: qHTS for induction of synthetic lethality in tumor cells producing 2HG: qHTS for the HT-1080-NT fibrosarcoma cell line; Potency, µM (series often up to 46.1 µM), for the others: top-dose activity, negative = less viability, most hits filed as cytotoxic; hit rate 1.6% among 360,000; HT-1080-NT fibrosarcoma viability, CellTiter-Glo ATP luminescence, 48 h;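 also: NT is the 2HG producing partner of a matched IDH1 knockdown line; potency is read from the fitted curve at half-maximal effect; 0% = DMSO-treated cells and -100% = media-only wells without cells; nearly all actives have a fitted effect of over 55% in size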
#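 Luminescent CellTiter-Glo readout after 48 hours of compound exposure at 37 degrees C defined viability of HT-1080-NT cells. Activity was normalized to DMSO wells and cell-free media wells; concentration-response curves were fitted and assigned curve classes.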
# HT1080 IDH1KD tx: qHTS for induction of synthetic lethality in tumor cells producing 2HG: qHTS for the HT-1080-IDH1KD cell line; HT-1080 IDH1 knockdown viability, ATP luminescence, 48 h; Potency, µM (top dose mostly 46.1 µM), inactives show top-dose activity, negative = toxicity, usual class: cytotoxic; AID 686971, 2013; hit rate 2% among 360,000;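 also: potency is read from the fitted curve at half-maximal effect; 0% = DMSO wells and -100% = cell-free medium wells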
#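 Knockdown cells (IDH1KD HT-1080) received compounds 2 h after plating at 750 cells/well and were kept 48 h at 37 °C in 5% FBS RPMI. A CellTiter-Glo luminescence read gave % activity for curve fitting.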
# ATXN2 expr inh: Primary qHTS for Inhibitors of ATXN expression; HEK-293 ATXN2-luciferase reporter, luminescence, 24 h; Potency, µM (titrated, usually from 57 µM), for the others: at the top dose activity change, negative = inhibition, usual class: inhibitors; hit rate 0.72% among 360,000; also: potency is read from the fitted curve at half-maximal effect; % is scaled to controls: 0 for no effect and ±100 for the full control effect; nearly all actives have a fitted effect of over 55% in size
#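 qHTS (up to 57 uM final) was run with 24 h compound exposure of reporter cells at 37 °C. Each well was multiplexed: SteadyGlo luminescence measured ATXN2-luciferase expression after a fluorogenic Gly-Phe-AFC viability readout (25 uM final).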
# KB-V1 cytotox: qHTS assay for MDR1-selective chemotherapeutics: Primary screen using the drug-selected MDR subline cells KB-V1; KB-V1 MDR cells viability, CellTiter-Glo, 72 h; Potency, µM (doses to about 46.1 µM), without a hit: top-dose activity change, negative = cytotoxicity, usual class: cytotoxic; hit rate 3.4% among 400,000; AID 1347076, 2019; also: potency is read from the fitted curve at half-maximal effect; % is scaled to controls: 0 for no effect and ±100 for the full control effect; nearly all actives have a fitted effect of over 60% in size
#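 Cytotoxicity toward P-gp-expressing KB-V1 cells was determined as loss of CellTiter-Glo luminescence after 72 h at 37 degrees C. Compounds were tested in quantitative HTS format across a concentration range, with curves fitted to normalized data.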
# KB-3-1 cytotox: qHTS assay for MDR1-selective chemotherapeutics: Primary screen using the parental adenocarcinoma cell KB-3-1; hit rate 1.4% among 400,000; Potency, µM (highest dose often 46.1 µM), for inactives: at the top dose activity change, negative = cytotoxic, actives largely listed as cytotoxic; KB-3-1 viability, CellTiter-Glo ATP luminescence, 72 h; also: potency is read from the fitted curve at half-maximal effect; % is scaled to controls: 0 for no effect and ±100 for the full control effect; nearly all actives have a fitted effect of over 60% in size
#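 Parental KB-3-1 viability, qHTS format: 72 h compound exposure, 37 °C; CellTiter-Glo; media-only wells and DMSO plates as controls; concentration-effect fits on corrected data.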
# Active calls of the source: *; i = inactive; u = inconclusive; x = no result given; [ ] = another dose, or the depositor's remark. Unless noted, calls follow the shape of the dose curve; as a rule, active = well fitted curve in the direction sought with a large enough effect; inconclusive = small, poorly fitted or top-dose-only effect, or another doubt; inactive = no such curve, though single readings can be large; an effect the other way counts as inactive or inconclusive.
compound,SW480 rerep,S2 tox,IL1B secr inh,MCF10A rerep,HT1080NT lethal,HT1080 IDH1KD tx,ATXN2 expr inh,KB-V1 cytotox,KB-3-1 cytotox
COc1ccc2[nH]cc(CCN3C(=O)c4ccc(C(=O)O)cc4C3=O)c2c1,-15.6%,i,5.4,0.1%,12.9%,9.0%,73.4%[activator],u,8.5%
COc1cc([N+](=O)[O-])cc(/C=N/NC(=O)CSc2ccccn2)c1O,u,u,25.6,u,u,u,-24.8%,u,u
N#CC1(NC(=O)Cn2cc(C(F)(F)F)ccc2=O)CCCC1,-6.0%,i,-2.6,1.1%,12.3%,12.0%,1.9%,14.0%,11.6%
O=C(COc1cc(F)ccc1[N+](=O)[O-])N1N=C(c2cccs2)CC1c1ccco1 (centres undefined),-15.2%,i,-1.1,5.7%,-7.3%,-4.4%,9.6%,u,0.0%
N#CC1=C(N)Oc2n[nH]c(-c3cccnc3)c2C1c1cc(F)ccc1F (centres undefined),0.2%,i,14.0,-0.6%,-0.8%,0.2%,-32.7%,2.3%,1.3%
CCn1c(SCC(=O)N/N=C/c2ccc(O)c(OC)c2)nc2ccccc21,1.4%,i,3.0,37.9%,-5.8%,-1.5%,x,-18.9%,-16.3%
COc1ccc(C(=O)Nc2ccc(S(=O)(=O)N3CCCCC3)cc2)cc1,2.2%,i,0.0,13.1%,-24.8%,-26.8%,-3.0%,-8.1%,7.8%
CC(C)N(C(=O)COC(=O)CCC(=O)c1cccs1)c1ccccc1,-16.5%,i,-1.0,2.4%,-2.0%,-1.7%,10.1%,0.0%,7.7%
CCN(CC)S(=O)(=O)c1cc(NC(=O)COC(=O)CCC(=O)c2ccc(F)cc2)ccc1C,u,i,0.0,12.6%,19.5%,8.0%,1.4%,2.8%,11.9%
Cc1c(Cl)cccc1NC(=S)NCCN1CCOCC1,-3.0%,u,0.0,-6.3%,15.3%,22.5%,3.1%,0.6%,0.1%
COc1ccc(CNC(=O)COC(=O)CNC(=O)c2sc3ccccc3c2Cl)cc1OC,-19.8%,i,10.2,-1.2%,8.2%,13.6%,4.7%,20.7%,-5.1%
CCOc1cc(C(=S)N2CCCC2)ccc1OC(=O)Cc1ccc(F)cc1,u,i,15.9,-1.7%,9.7%,5.2%,x,0.3%,-8.8%
COc1ccc([N+](=O)[O-])cc1NC(=O)CCN1CCN(C)CC1,u,i,-9.6,-2.6%,-5.5%,2.9%,-6.7%,0.5%,8.3%
CCc1ccccc1NC(=O)CSc1nc2ncccc2o1,x,i,x,x,x,x,0.7%,0.0%,7.1%
COc1cc(C)ccc1OCCOc1c(Cl)cc(Cl)cc1Cl,4.8%,i,-18.8,3.1%,8.1%,11.5%,-0.1%,u,16.8%
CC(C)CNC(=O)c1ccccc1-c1ccccc1C(=O)O,-4.2%,i,-16.4,5.9%,11.3%,8.3%,6.7%,1.6%,15.3%

# Looked up by structure from above, three records:
compound,SW480 rerep,S2 tox,IL1B secr inh,MCF10A rerep,HT1080NT lethal,HT1080 IDH1KD tx,ATXN2 expr inh,KB-V1 cytotox,KB-3-1 cytotox
COc1ccc(CNC(=O)COC(=O)CNC(=O)c2sc3ccccc3c2Cl)cc1OC,-19.8%,i,10.2,-1.2%,8.2%,13.6%,4.7%,20.7%,-5.1%
COc1ccc([N+](=O)[O-])cc1NC(=O)CCN1CCN(C)CC1,u,i,-9.6,-2.6%,-5.5%,2.9%,-6.7%,0.5%,8.3%
CCN(CC)S(=O)(=O)c1cc(NC(=O)COC(=O)CCC(=O)c2ccc(F)cc2)ccc1C,u,i,0.0,12.6%,19.5%,8.0%,1.4%,2.8%,11.9%

# (list continues)
compound,SW480 rerep,S2 tox,IL1B secr inh,MCF10A rerep,HT1080NT lethal,HT1080 IDH1KD tx,ATXN2 expr inh,KB-V1 cytotox,KB-3-1 cytotox
Cc1nc2sccn2c1P(c1c(C)nc2sccn12)c1c(C)nc2sccn12,-8.7%,u,6.4,4.5%,8.6%,1.1%,2.3%,7.5%,-4.2%
CCn1cc(C(=O)OCC(=O)c2ccccc2)c(=O)c2ccc(C)nc21,-2.0%,i,32.6,-1.5%,14.8%,1.5%,-13.0%,u,0.0%
CCc1cccc(CC)c1NC1=NS(=O)(=O)c2ccccc21,x,i,x,x,x,x,3.0%,16.5%,-4.5%
O=C(COC(=O)C1CC2C=CC1C2)NCc1ccco1 (centres undefined),6.3%,i,22.3,-4.5%,16.3%,15.2%,2.9%,u,9.2%
COc1ccccc1NC(=S)N1CCC(NC(=O)NC23CC4CC(CC(C4)C2)C3)CC1,-0.5%,i,2.4,2.7%,5.0%,0.5%,0.0%,u,-7.0%
COc1ccccc1CCNC(=O)c1cccc(S(=O)(=O)N2CCc3ccccc3C2)c1,u,i,-18.2,25.0%,1.8%,-14.0%,x,-6.5%,-8.0%
Cc1cccc(-n2c(=O)c3ccccc3n(Cc3ccc(F)cc3)c2=O)c1,x,i,x,x,x,x,3.2%,-24.1%,-6.4%
Cc1ccc(C)c(S(=O)(=O)N2CCN(C(=O)CN3C(=O)C4CC=CCC4C3=O)CC2)c1 (centres undefined),-6.0%,i,5.7,1.9%,15.6%,8.3%,-0.3%,-19.0%,0.0%
Cc1ccc(S(=O)(=O)NC(=O)N2CCN(Cc3c(F)cccc3Cl)CC2)cc1,1.2%,i,23.1,4.7%,-0.7%,10.0%,1.6%,-0.7%,6.7%
CC(C)NC(=S)N/N=C/c1ccccc1[N+](=O)[O-],4.4%,i,19.2,4.2%,-4.5%,-0.5%,8.5%,-7.7%,u
COc1ccc(-c2nc3c4ccccc4ccn3c2Cc2cccc(F)c2)cc1OC,x,u,-24.0,x,23.1µM*,u,10.7%,-1.7%,-28.4%
CCOc1ccc(NC(=O)Cn2nnc(C(=O)Nc3ccc(OCC)cc3)c2N)cc1,x,i,x,x,x,x,0.9%,0.0%,18.6%
CC1(C(=O)Nc2cccc3c2CCCC3)CCN1C(=O)Cc1ccccc1Cl (centres undefined),x,u,-21.6,x,-1.4%,6.2%,-9.7%,-0.4%,0.0%
Cc1ccc(C)c(S(=O)(=O)N2CCN(CC(=O)NC(=O)NCc3ccco3)CC2)c1,8.3%,i,-7.5,-1.5%,-2.6%,-17.4%,-5.6%,u,6.8%
Cc1cccc(N2CCN(S(=O)(=O)c3c(C)[nH]c(C)c3C(=O)N3CCCCC3)CC2)c1C,u,i,-51.2*,17.6%,-24.4%,u,-2.1%,-4.6%,u
COC(=O)c1ccc(C(=O)OC)c(NC(=O)COc2ccccc2OC)c1,-25.1%,x,33.7,3.9%,-6.9%,-1.5%,x,-19.3%,7.0%
COc1ccc(-c2cc(C(=O)OCC(=O)c3cccc([N+](=O)[O-])c3)c3cc(C)ccc3n2)cc1,0.0%,i,-12.9,18.4µM*,16.8%,14.2%,-24.6%[11.3 µM],-21.1%,10.5%
Cc1cc(Cl)cc2sc(=S)[nH]c12,17.6%,u,29.6,u,-27.3%,-12.6%,2.2%,8.9%,-2.4%
CC(=O)c1cccc(NC(=O)CSc2ccc(-c3ccco3)nn2)c1,0.0%,i,0.0,4.8%,-2.0%,2.0%,6.7%,u,-5.8%
Nc1ccc(C(=O)Nc2ccc(NC(=O)c3ccco3)c(O)c2)cc1,-15.1%,i,-19.8,-8.6%,4.2%,0.9%,x,-0.3%,-0.2%
C/C(=N\OCC(=O)OCC(=O)Nc1cc(S(C)(=O)=O)ccc1Cl)c1ccc2c(c1)OCO2,-8.2%,i,-0.3,-5.0%,-1.9%,-1.3%,x,-16.8%,0.0%
COC(=O)c1sc(S(=O)(=O)Nc2ccc(Br)cc2)c(C(=O)OC)c1C,-2.7%,i,21.2,8.9%,-2.3%,-15.6%,-0.3%,u,-15.4%
CCOC(=O)c1cc(CNC(=O)c2c(C)oc3c2CCCC3)c(C)o1,0.7%[9.22 µM],i,10.2,15.8%,-6.1%,0.6%,6.2%,0.0%,0.6%
CC1CN(C(=O)c2ccc(S(=O)(=O)Nc3ccccc3Cl)cc2)CC(C)O1 (centres undefined),-2.3%,i,-1.2,-5.9%,7.4%,15.0%,6.6%,x,x
COc1cccc(CNC(=O)C(=O)NCCC2CCCCN2S(=O)(=O)c2ccccc2)c1 (centres undefined),1.3%,u,-2.9,6.3%,3.0%,-9.4%,-14.3%,u,-0.4%
CN(C(=O)c1cccc(COc2ccc(Cl)cc2Cl)c1)c1ccccc1,1.7%,i,-16.5,u,-16.6%,-17.3%,-22.9%,-29.7%,-22.5%
CS(=O)(=O)N1CCC(Oc2ccccc2C(=O)N2CCCCC2CO)CC1 (centres undefined),-37.4%[inhibitor],i,5.6,-12.4%,-20.2%,3.0%,-14.3%,u,18.1%
O=C(C/C=N\OCc1ccc([N+](=O)[O-])cc1)Nc1ccccc1,2.9%,i,12.7,-39.4%[inhibitor],-0.6%,4.4%,-14.0%,-15.1%,-12.3%
COc1ccc(C(Nc2ccccn2)c2c(NC(=O)c3ccco3)sc(C)c2C)cc1 (centres undefined),17.0%,u,u,12.9%,-17.6%,-4.4%,x,-1.4%,-6.4%
COc1ccc(CC(=O)Nc2cccc(-c3nnc(-c4ccccc4)o3)c2)cc1OC,43.8%,x,-72.3*,20.6µM*,u,-20.6%,u,u,u
CCc1ccc(OCC(=O)O/N=C(\N)c2ccccn2)cc1,-1.5%,i,0.0,-0.3%,-1.5%,0.9%,x,13.6%,7.3%

# Assay outcomes as filed in PubChem.
